Source: PubChem BioAssay (several laboratories)
PG9 binder – PG9 antibody binding by small molecule | TR-FRET gp120-PG9 antibody binding | inhibition, % at 6.7 µM | 360,000 tested, 0.43% active; in the data active = inhibition above about 8.5%
TCR CD3 inh – human TCR-CD3 binding inhibition; TAMRA-labeled TCR probe fluorescence, biochemical; inhibition, % at 9.4 µM; 360,000 tested, 0.37% active; AID 651800; in the data active = inhibition above about 19%;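 note: recombinant mutant TCR 2C K166C tagged with TAMRA read by polarization; 0% = receptor in buffer alone and 100% = receptor with positive control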
Rev-erbA mod – Rev-erb alpha (human) modulation; activity, % at 10 µM; P20393; Rev-erbα–FITC-DNA binding, fluorescence polarization, 90 min; 370,000 tested, 0.79% active;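 active = activity above about 14%, limit read from the data; passing the limit was not always enough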;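 note: 0% = DMSO wells with 35 nM protein and 100% = DMSO wells with 750 nM protein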
PRMT1 inh – blocks human protein arginine methyltransferase 1 | recombinant PRMT1, activity-based probe fluorescence polarization | inhibition, % at 2.79 µM | 370,000 tested, 1.3% active | AID 652257;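 active = inhibition above about 21% made by adding two undisclosed values, limit read from the data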
ABHD4 inh – inhibitors of mouse ABHD4; purified mABHD4, FP-Rh probe fluorescence polarization; inhibition, % at 8.92 µM; Q8VD66; 370,000 tested, 0.54% active;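 active = inhibition exceeding the mean over every tested compound plus 3 SD, cut at about 30% in these data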;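 note: 0% = plate median of compound wells and 100% = S159A mutant with DMSO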
Target sequence (Q8VD66 whole entry, looked up): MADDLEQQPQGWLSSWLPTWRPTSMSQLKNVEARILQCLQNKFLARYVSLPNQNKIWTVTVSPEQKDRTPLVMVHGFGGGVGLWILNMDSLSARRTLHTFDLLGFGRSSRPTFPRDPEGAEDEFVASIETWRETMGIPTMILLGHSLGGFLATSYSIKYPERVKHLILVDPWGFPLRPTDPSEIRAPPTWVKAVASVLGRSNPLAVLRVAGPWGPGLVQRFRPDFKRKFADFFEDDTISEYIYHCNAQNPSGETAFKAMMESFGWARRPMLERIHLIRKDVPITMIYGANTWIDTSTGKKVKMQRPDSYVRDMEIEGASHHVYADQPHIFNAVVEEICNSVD
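System: mouse ABHD4 enzyme, wild type / Medium: HEPES pH 7.0, NaCl, Pluronic buffer / Reagent: FP-Rh activity-based fluorescent probe / Control set: S159A mutant high control, sample median low control / Detection: fluorescence polarization with parallel and perpendicular emission, 525/598 nm / Schedule: 45 min + 60 min at 25 °C / Compound dosing: 8.92 µM, single dose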
LEDGF integ inh – blocks HIV-1 LEDGF/p75-dependent DNA integration | inhibition, % at 3.7 µM | 370,000 tested, 0.64% active | TR-FRET IN-LEDGF/p75 DNA integration, Eu/Cy5;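 active = inhibition above the screen-wide mean plus 3 SD, cut at about 13% in these data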;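 note: signal is the Cy5 over europium emission ratio at 671 and 618 nm; 0% = plate median of compound wells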
rCAG RNA binder – r(CAG) repeat RNA binding | TO-PRO-1 dye displacement fluorescence | inhibition, % at 3 µM | 370,000 tested, 1.3% active | AID 651821;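 active = inhibition above the plate cutoff, the mean of all test compounds on that plate plus 3 SD, cut at about 35% in these data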;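 note: 0% = DMSO alone and 100% = 100 µM mitoxantrone as full dye displacement; higher means more dye released from RNA so lower well fluorescence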
SIAE inh – inhibitors of human sialic acid acetylesterase SIAE; 370,000 tested, 0.69% active; Q9HAT2; inhibition, % at 9.66 µM; SIAE FP-Rh probe binding, fluorescence polarization;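 active = inhibition above a cutoff: mean of compounds within the control limits plus 3 SD of those, cut at about 17% in these data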;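 note: 0% = plate median of compound wells and 100% = probe without SIAE protein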
Target sequence (Q9HAT2 whole entry, looked up): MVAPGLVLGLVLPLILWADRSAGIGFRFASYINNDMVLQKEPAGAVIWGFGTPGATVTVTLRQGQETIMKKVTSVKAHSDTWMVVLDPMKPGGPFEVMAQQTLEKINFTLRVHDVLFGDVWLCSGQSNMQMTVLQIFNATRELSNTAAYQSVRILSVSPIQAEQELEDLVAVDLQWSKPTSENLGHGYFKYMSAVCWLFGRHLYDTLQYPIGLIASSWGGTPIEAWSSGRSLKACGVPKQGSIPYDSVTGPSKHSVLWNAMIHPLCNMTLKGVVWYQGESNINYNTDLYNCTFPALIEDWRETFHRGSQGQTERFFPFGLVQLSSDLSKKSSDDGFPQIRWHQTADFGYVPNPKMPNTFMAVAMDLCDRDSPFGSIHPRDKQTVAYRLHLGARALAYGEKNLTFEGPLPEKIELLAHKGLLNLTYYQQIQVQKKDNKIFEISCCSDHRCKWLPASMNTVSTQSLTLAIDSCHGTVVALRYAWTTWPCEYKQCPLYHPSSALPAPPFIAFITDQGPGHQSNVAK
HTRA1 inh – blocks human HTRA1 serine peptidase | recombinant HTRA1, FP-rhodamine activity-based probe, fluorescence polarization | inhibition, % at 5.96 µM | 340,000 tested, 0.5% active | AID 504803 | Q92743; in the data active = inhibition above about 36%;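 note: 0% = enzyme with DMSO and 100% = wells lacking enzyme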
TDP2 absorb – TDP2 (human) inhibition, absorbance primary screen; inhibition, % at 12.8 µM; AID 720702; 370,000 tested, 0.34% active; recombinant TDP2, T5PNP hydrolysis, p-nitrophenol absorbance 415 nm; O95551;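 active = inhibition above the mean of all tested compounds plus 3 SD, set per campaign, cut at about 25% in these data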;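 note: 0% = DMSO with enzyme and 100% = buffer with substrate but no TDP2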
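Evaluation: % inhibition relative to enzyme-containing and enzyme-free wells. Material: recombinant human TDP2. Benchmarks: enzyme-free and DMSO wells. Timing: enzyme reaction with compound for 2 h at 37 °C. Compound dosing: 12.8 µM only. Measured by: p-Nitrophenol epi absorbance. Reagent: T5PNP substrate at 5 mM, a TopII-DNA adduct mimic. Replication: single well per compound.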
Starred values were filed as active, the others as inactive; . = no result given. A portion of the library (hit frequency here may not be typical).

Start of the data: the first two entries (preview)
SMILES,Rev-erbA mod,PRMT1 inh,SIAE inh,PG9 binder,HTRA1 inh,rCAG RNA binder,LEDGF integ inh,TCR CD3 inh,TDP2 absorb,ABHD4 inh
CC1(C(=O)NCc2cccs2)CCN1CCc1ccccc1 (stereo not given),3,2,2,-0.3,.,-1,-1,-3,7,1
Cn1ncc(Cl)c1C(=O)Nc1cc(C(F)(F)F)ccc1F,5,1,6,2.3,-4,-4,-4,-2,-10,2

All compounds of this part, repeating the preview:
SMILES,Rev-erbA mod,PRMT1 inh,SIAE inh,PG9 binder,HTRA1 inh,rCAG RNA binder,LEDGF integ inh,TCR CD3 inh,TDP2 absorb,ABHD4 inh
CC1(C(=O)NCc2cccs2)CCN1CCc1ccccc1 (stereo not given),3,2,2,-0.3,.,-1,-1,-3,7,1
Cn1ncc(Cl)c1C(=O)Nc1cc(C(F)(F)F)ccc1F,5,1,6,2.3,-4,-4,-4,-2,-10,2
CCOc1ccccc1C(=O)Nc1ccccc1C(N)=O,-6,1,3,-0.2,-5,-1,-1,3,12,-2
NC(=O)C1CCN(CC(=O)Nc2ccccc2Sc2ccc(Cl)cc2)CC1,-2,2,-3,-1.7,-8,-6,-1,-1,2,-13
CCOc1ccc(N(CC)C(=O)Cc2c(C(=O)O)n(C)c3ccccc23)cc1,-2,-3,8,-1.2,2,16,1,1,13,3
Cc1ccccc1NC(=O)Cn1c(=O)n(C)c2ccccc21,3,-3,-5,-3.4,-5,-4,2,6,-11,0
CCn1c(SCC(=O)O)nnc1-c1ccccc1,4,-1,0,1.9,-2,2,2,2,12,1
CCc1ccc(-c2ccc(SCc3ccccn3)nn2)cc1,2,5,-13,-1.2,-5,-8,-5,-3,-12,-9
COc1ccc(OC)c(-c2c(=O)n(OCc3ccccc3Br)c3ccccc3[n+]2[O-])c1,4,1,2,-1.2,-15,-1,1,1,-16,-6
COc1cccc(-c2ccc3c(c2)O[C@@H](CN(C)C(=O)C2CCOCC2)[C@H](C)CN([C@H](C)CO)S3(=O)=O)c1,-3,-1,0,2.0,-1,1,-4,5,15,-5
COc1ccccc1COC(=O)CN1C(=O)NC2(CCCCC2C)C1=O (stereo not given),-11,-6,-1,-0.1,-2,-6,1,9,-17,4
O=C(COC(=O)c1cc(=O)[nH]c2ccccc12)Nc1ccc(Cl)cn1,6,7,-10,1.1,0,5,-3,-6,5,-2
O=P(Nc1ccccc1)(Nc1ccccc1)c1ccccc1,-1,-1,2,-1.1,9,1,1,2,-7,-4
COc1cc(OC)cc(C(=O)NCCn2ccc3ccccc32)c1,4,-1,1,-1.4,-11,5,-1,-2,-1,-2
CCOc1cc(N2CCOCC2)c(OCC)cc1NC(=O)COC(=O)/C=C/c1ccc(OC(F)F)cc1,0,-1,4,-1.6,-4,-2,-2,5,-7,0
CC(C(=O)NC(C)(C)C)n1c(-c2ccc3c(c2)OCO3)nc2ccccc21 (stereo not given),-4,3,6,0.6,.,0,-6,2,5,4
CC(C)OCCCn1c(=S)[nH]c2cc3c(cc2c1=O)OCO3,3,-1,0,0.1,-6,-4,1,-2,-1,-3
COc1cc2c(cc1OC)CN(C(=O)Cc1c(F)cccc1Cl)CC2,2,1,-5,-1.7,-8,-5,1,4,1,-5
CC(C)(C)NC(=O)NC(=O)COC(=O)c1ccc(OC(F)(F)F)cc1,2,2,-2,-2.0,15,-9,-7,3,-1,-2
COc1cccc(NC(=O)CN(C)CC(=O)Nc2ccc(Br)cc2)c1,3,-5,-4,1.3,-14,-2,2,11,-5,-4
c1ccc2c(c1)nc(N1CCOCC1)c1nnnn12,1,2,2,-1.8,5,0,1,0,-1,8
CCOC(=O)c1c(C)[nH]c(C(=O)COC(=O)CCC(=O)c2ccc3c(c2)OCCO3)c1C,3,1,-8,-2.3,-23,3,1,6,6,-13
COCCn1cnnc1SCC(=O)Nc1sccc1C(N)=O,3,8,-5,2.1,5,3,-4,0,8,8
Cn1nnnc1Sc1ncnc2scc(-c3ccc(Br)cc3)c12,6,-1,4,-0.5,-24,5,-1,5,2,-5
Cc1c(CCOC(=O)C23CC4CC(CC(C4)C2)C3)sc[n+]1CC#N,-2,3,2,-2.6,8,2,2,3,5,-1
COc1ccc(NC(=O)Nc2cc3oc4ccccc4c3cc2OC)cc1,3,3,2,1.4,-6,14,-1,-1,0,2
CC(NC(=O)C(=O)NN=C1CCC(C(C)(C)C)CC1)c1ccccc1 (stereo not given),-6,1,3,-2.9,-4,-6,-2,0,1,7
O=C(COc1ccccc1)Nc1cccc(-c2nc3cc4ccccc4cc3[nH]2)c1,0,3,-90,-3.6,-74,22,4,19,-5,-119
O=C(Cn1cnc2scc(-c3ccccc3)c2c1=O)NCc1ccco1,-6,4,-4,-0.9,-8,14,2,0,7,4
CC1=C(C(=O)OC2CCCCCCC2)C(c2ccc(O)cc2)NC(=O)N1 (stereo not given),2,1,0,0.5,-26,-6,-3,0,6,-3
COc1cccc(C2CCCN2Cc2nc(-c3sccc3C)oc2C)c1 (stereo not given),1,-5,6,-0.1,-31,0,2,0,-17,-3
COC(=O)Cn1c(=NC(=O)c2ccc(S(=O)(=O)N3CCc4ccccc4C3)cc2)sc2cc(OC)ccc21,39*,-4,-11,6.5,-11,4,-2,3,-4,-7
O=C(Nc1cccc(N2C(=O)C3CCCCC3C2=O)c1)c1ccccc1 (stereo not given),-5,4,-4,0.7,-9,-4,-2,4,-12,-6
CCc1nc2nc(C)c(NS(=O)(=O)c3ccc(F)cc3)c(=O)n2[nH]1,-2,-3,-12,-1.1,2,1,2,3,-22,-11
CCC(CC)c1nnc(NC(=O)C2CCCO2)s1 (stereo not given),-7,-2,3,-0.1,7,-3,2,5,-2,5
COc1cccc(CN(C)C(=O)c2ccc3nccnc3c2)c1,-6,0,-4,-0.2,4,5,3,4,1,-4
COc1ccc(NC2c3ccccc3C(=O)N2Cc2ccccc2Cl)cc1OC (stereo not given),0,3,6,-2.1,-4,-2,2,3,-15,3
Cc1cc(C)n(CC(=O)N/N=C/c2cc(Br)cc([N+](=O)[O-])c2O)n1,-1,0,2,1.0,10,13,0,10,1,6
CC(C)C(N)c1csc(Nc2ccc(C(=O)N(C)Cc3ccccc3)cn2)n1 (stereo not given),-3,-1,-11,0.0,.,15,-2,-1,-11,-1
Cc1cc(C)nc(/N=C2\NC(=O)CC(C(=O)O)N2c2ccc(Oc3ccccc3)cc2)n1 (stereo not given),-3,-2,1,-0.2,-7,24,1,7,8,5
CCC(CC)c1nnc(NC(=O)CN2C(=O)NC3(CCCC3)C2=O)s1,-6,4,-2,-0.1,-3,-8,-4,0,-1,0
CNc1ncnc2c1ncn2[C@H]1CN(Cc2ccncc2)C[C@@H](CO)O1,-6,-1,0,-2.2,.,1,-2,11,-12,4
CCOC(=O)N1CCN(C(=O)c2cc3c(-c4cccc(OC)c4)nn(C)c3s2)CC1,1,-3,-15,-0.6,-6,-4,9,3,-28,-9
O=C(NNc1c(Cl)cc(Cl)cc1Cl)c1cccc([N+](=O)[O-])c1,-2,-1,-14,0.2,-9,37*,3,4,0,-4
CN1CCCN(S(=O)(=O)c2ccc3c(c2)CCC(=O)N3)CC1,0,4,3,.,.,2,-2,.,0,6
COC(=O)c1sccc1-c1ccc(/C=N/OCc2c(Cl)cccc2Cl)o1,7,1,-4,-1.5,8,2,1,4,-12,6
O=S(=O)(N1CCCCC1)N1CCN(c2ccccc2F)CC1,0,-4,3,1.2,3,-6,4,0,6,4
CC(c1ccccc1)n1c(SCC(=O)Nc2ccccc2)n[nH]c1=O (stereo not given),4,-3,-4,-1.6,-1,14,3,-10,-29,-8
CCCOc1cc(CN2CCCCC2)cc(C(C)=O)c1,2,-3,1,-1.4,2,1,-1,2,3,0
Cc1ccc(S(=O)(=O)NCC(=O)N(CC(=O)NC2CCCCC2)Cc2ccco2)cc1,0,0,-3,2.0,2,-7,1,1,5,1

(cont.)
SMILES,Rev-erbA mod,PRMT1 inh,SIAE inh,PG9 binder,HTRA1 inh,rCAG RNA binder,LEDGF integ inh,TCR CD3 inh,TDP2 absorb,ABHD4 inh
O=C(N/N=C/c1ccc([N+](=O)[O-])o1)c1cccc(S(=O)(=O)N2CCOCC2)c1,0,-2,9,0.5,6,3,-2,2,8,7
CC(C)(C)c1ccc(NC(=O)C2CCCN(c3cnccn3)C2)cc1 (stereo not given),2,0,-6,-0.9,-8,-3,0,-4,-5,-4
C=CCC(NC(C)c1ccccc1)c1ccco1 (stereo not given),-3,-2,10,0.4,-5,-1,4,0,15,7
Cn1c(CNC(=O)OC(C)(C)C)nnc1SCC(=O)N1CCOCC1,0,-3,1,-1.8,0,-1,0,6,5,-3
CC(C)(C)c1ccc(S(=O)(=O)NCC(=O)Nc2ccc(-c3nc4ccccc4s3)cc2)cc1,12,0,1,8.9*,-2,8,1,2,9,4
Cc1nn2c3c(cnc2c1-c1ccc(Cl)cc1)C(=O)CC(c1ccco1)C3 (stereo not given),-3,4,1,2.3,-3,1,-3,-4,6,6
OC(CN1CCN(c2ncc(C(F)(F)F)cc2Cl)CC1)c1ccccc1 (stereo not given),5,-3,2,-1.7,-1,-8,4,-11,-24,-10
Cc1ccc(S(=O)(=O)Nc2nonc2C)cc1,0,1,1,2.7,5,-1,-3,-4,3,9
Cc1nn(Cc2ccc(Cl)c(Cl)c2)c(C)c1NC(=O)c1noc2c1CCCCC2,4,-2,0,-0.6,2,-4,0,6,6,0
O=C(c1ccc(N2C(=O)C3C4c5ccccc5C(c5ccccc54)C3C2=O)cc1)N1CCOCC1 (stereo not given),2,1,2,-1.1,5,3,0,1,-10,3
CCOc1cc(C2C(C(=O)OC)=C(C)N=C3SCCC(=O)N32)ccc1OC(C)=O (stereo not given),4,2,6,0.0,4,8,-4,1,-12,-11
COc1ccc2oc(=O)c(C(=O)NCc3ccco3)cc2c1,-3,2,8,1.2,6,3,4,5,6,-3
CC1CCN(C(C)C(=O)Nc2cc(S(=O)(=O)N3CCCCC3)ccc2Cl)CC1 (stereo not given),3,-3,0,-2.4,0,2,2,3,6,1
O=C1CC[C@H](O)CCN1CCSc1ccc(Br)cc1,-2,0,2,2.0,-1,-4,-2,-4,12,8
Cc1ccc(-n2nnc3ccccc3c2=O)cc1C,-1,-1,1,-0.6,-2,-4,4,1,6,1
Cc1csc2nc(=O)c3ccccc3n12,-3,10,7,0.3,-6,2,-4,-2,2,7
CCOc1ccccc1NC1c2ccccc2C(=O)N1Cc1ccco1 (stereo not given),3,-5,6,-2.5,-12,2,-3,9,2,-1
COC(=O)c1cc(S(=O)(=O)Nc2nn(C)c3ccccc23)oc1C,-7,-1,1,-0.2,5,2,-1,-10,6,-5
